Screening results: PubChem BioAssay, several laboratories
LYP inh 2 = blocks human PTPN22 phosphatase activity | recombinant LYP catalytic domain, DiFMUP fluorescence | inhibition, % at 2 µM | 96,000 tested, 0.21% active | AID 640;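 active means inhibition at 2 µM at or above a set limit, the screen mean plus 3 SD, cut at about 24% in these data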;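 further: 0% = DMSO with enzyme and 100% = enzyme fully blocked by orthovanadate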
HIV Rev-RRE inh = disrupts HIV-1 Rev binding to RRE RNA; P05866; Rev peptide-RRE RNA binding, FRET; inhibition, % at 8 µM; 97,000 tested, 0.79% active; AID 704;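 active means inhibition above the screen-wide mean plus 3 SD, cut at about 35% in these data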;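 further: 0% = median DMSO wells and 100% = median Neomycin B control wells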
Target sequence (P05866 whole entry, looked up): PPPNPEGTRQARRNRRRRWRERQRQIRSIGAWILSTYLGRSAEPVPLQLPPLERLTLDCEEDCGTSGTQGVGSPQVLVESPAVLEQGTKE
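Probe or stimulus: fluorescein-Rev peptide as binding partner; assay system: Cy5-tagged RRE RNA duplex with fluorescein-tagged Rev peptide; timing: 5 min compound–RNA preincubation, then 15 min with peptide, 25 °C; medium: HEPES pH 7.5 buffer with KCl, MgCl2, NaCl and EDTA; signal: fluorescein-to-Cy5 FRET, 480 nm excitation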
CYP2C9 inh = blocks human cytochrome P450 2C9; CYP2C9 Supersomes, luciferin-H conversion, luminescence; inhibition, % at 5 µM; 96,000 tested, 20% active; AID 777;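 active means blocking of liver enzyme CYP2C9 beyond about 50% at 5 µM, limit read from the data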; further: values of inactives mirror those of a sister screen read the other way
CYP2C9 activ = activators of human CYP2C9 | P11712 | recombinant CYP2C9, luciferin-H conversion, luminescence; stronger effect = higher value; factor 1 = untreated enzyme, 0 = blocked | activation factor at 5 µM | 96,000 tested, 1.4% active | AID 1024;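 active means activation factor of 2 or more for CYP2C9 at a 5 µM dose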;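 further: 0 = sulfaphenazole-blocked wells and 1 = vehicle-only wells; values of inactives mirror those of a sister screen read the other way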
EphB4 ephrin blk = antagonists of human EphB4-ephrin-B2 interaction; P54760; EphB4 LBD / TNYL-RAW-Alexa532 peptide, fluorescence polarization; inhibition, % at 7 µM; 97,000 tested, 0.15% active; AID 720;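 active means inhibition above the screen-wide mean inhibition plus 3 SD, cut at about 15% in these data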;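 further: 0% = DMSO wells and 100% = excess unlabeled TNYL-RAW peptide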
Target sequence (P54760 whole entry, looked up, the tested form may be a part): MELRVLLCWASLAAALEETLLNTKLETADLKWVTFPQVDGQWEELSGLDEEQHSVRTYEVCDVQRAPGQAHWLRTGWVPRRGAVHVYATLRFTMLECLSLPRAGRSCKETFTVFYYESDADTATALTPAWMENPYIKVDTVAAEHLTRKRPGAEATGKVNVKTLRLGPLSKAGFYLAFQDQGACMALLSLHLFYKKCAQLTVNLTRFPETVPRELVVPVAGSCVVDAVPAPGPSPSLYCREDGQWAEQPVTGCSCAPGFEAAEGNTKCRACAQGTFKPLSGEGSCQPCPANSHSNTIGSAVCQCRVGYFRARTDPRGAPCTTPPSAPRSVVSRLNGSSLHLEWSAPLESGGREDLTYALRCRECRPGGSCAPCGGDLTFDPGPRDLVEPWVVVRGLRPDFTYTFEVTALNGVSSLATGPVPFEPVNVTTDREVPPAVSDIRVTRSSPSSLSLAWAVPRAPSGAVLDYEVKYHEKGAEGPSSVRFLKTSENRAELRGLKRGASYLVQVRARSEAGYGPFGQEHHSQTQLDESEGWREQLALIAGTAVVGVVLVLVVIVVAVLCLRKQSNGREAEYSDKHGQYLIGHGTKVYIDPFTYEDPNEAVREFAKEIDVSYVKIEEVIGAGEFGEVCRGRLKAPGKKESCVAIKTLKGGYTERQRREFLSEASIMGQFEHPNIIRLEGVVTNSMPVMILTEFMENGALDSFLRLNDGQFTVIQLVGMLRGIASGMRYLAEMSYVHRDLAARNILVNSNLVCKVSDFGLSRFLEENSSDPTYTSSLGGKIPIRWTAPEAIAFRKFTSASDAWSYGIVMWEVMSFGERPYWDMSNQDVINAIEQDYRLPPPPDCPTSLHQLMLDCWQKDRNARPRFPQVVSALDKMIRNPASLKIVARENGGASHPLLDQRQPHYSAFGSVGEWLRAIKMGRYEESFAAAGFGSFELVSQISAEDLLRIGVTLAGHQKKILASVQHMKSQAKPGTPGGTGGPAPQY
PTPN22 act = LYP (human) phosphatase activation; recombinant LYP, DiFMUP fluorescence; 0 = plate median, 100 = signal doubled; activation, % at 2 µM; 96,000 tested, 0.11% active; AID 697;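 active means activation at 2 µM above a set limit, the mean plus 5 SD, cut at about 37% in these data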
PLK1 PBD inh = inhibitors of human Plk1 polo box domain binding. Plk1 PBD phosphopeptide binding, fluorescence polarization. AID 693. 97,000 tested, 0.13% active. inhibition, %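 (tested at about 20 µM)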; in the data active means inhibition above about 34%, passing the limit was not always enough
PLK1 inh = inhibitors of human PLK1 kinase | P53350 | recombinant PLK1 kinase, TR-FRET peptide phosphorylation | inhibition, % at 10 µM | 97,000 tested, 0.53% active;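 active means inhibition of 50% or more in the single-concentration screen; inactive means inhibition below 50%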;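 further: 0% = DMSO max control and 100% = H-89 dihydrochloride min control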
Calb biofilm kill = kills Candida albicans biofilms. C. albicans biofilm + clotrimazole, Alamar Blue. inhibition, % at 6 µM. 85,000 tested, 0.14% active;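 active means inhibition above 20%; inactive means inhibition below 20%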;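 further: preformed 24 hr biofilms exposed to compound for 48 hr; 0% = biofilm without compound and 100% = blank killed by clotrimazole plus chlorhexidine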
Active calls of the source: *; . = not tested or not shown; [ ] = dose if it differs, or a comment.

SMILES	LYP inh 2	HIV Rev-RRE inh	CYP2C9 inh	CYP2C9 activ	EphB4 ephrin blk	PTPN22 act	PLK1 PBD inh	PLK1 inh	Calb biofilm kill
CC(c1ccco1)N(C(=O)c1cccs1)c1ccccn1 (stereo not drawn)	-10	1	8	0.9	-1	6	-2	4	10
CCn1nnc(NC(=O)c2cccc(-c3cc4ccccc4oc3=O)c2)n1	2	10	18	0.8	1	-4	8	-13	4
CC(=O)c1cc(F)c(N2CCN(CCC#N)CC2)cc1C	1	3	.	.	-1	1	-2	-11	4
CCC(=O)N1CCn2c1nc1ccccc12	-2	2	19	0.8	-4	6	1	-7	10
N#Cc1ccc(-c2ccc(F)cc2)nc1Sc1ccccc1	4	2	13	0.9	1	0	28	-10	.
Cc1occc1-c1nnc(SCC(=O)c2ccc(F)cc2)o1	-4	-5	32	0.7	-8	2	-34	2	1
CCCCCCn1c(SCCN2CCOCC2)nc2c1c(=O)[nH]c(=O)n2C	0	4	.	.	-6	-2	1	-8	3
O=C(CSC(=S)N1CCOCC1)Nc1nc(-c2ccccc2)c(-c2ccccc2)o1	10	9	12	0.9	-8	-10	20	-13	.
Cc1ccccc1C(=O)NC(=S)Nc1ccc(S(=O)(=O)N2CCN(C)CC2)cc1	6	5	23	0.8	12	-8	-10	-4	.
c1ccc(OCc2nc3ccccc3s2)cc1	-8	3	20	0.8	-13	7	20	-6	-1
Cc1cccc(OCCSc2nnc(-c3ccoc3C)n2C)c1	-2	8	58*	0.4	4	0	-29	-7	.
Cc1noc(C)c1S(=O)(=O)N1CCC(C(=O)N2CCC(C)CC2)CC1	1	2	10	0.9	-3	2	14	-5	3
O=C(O)C1CCCCN1S(=O)(=O)c1ccc2ccccc2c1 (stereo not drawn)	0	10	12	0.9	6	-3	-12	-8	.
Cc1nc2c(-c3ccccc3)c(C)nn2c(C)c1CCC(=O)O	-3	1	24	0.8	7	2	2	-4	0
C=CCOC(=O)C1=C(C)N=C2SCCC(=O)N2C1c1cccs1 (stereo not drawn)	-5	1	14	0.9	3	6	2	1	8
c1nc(NCCN2CCOCC2)c2c3c(sc2n1)CCCCC3	2	9	44	0.6	2	-4	8	-2	8
c1ccc(-c2nc3ccccc3nc2N2CCOCC2)cc1	-7	2	20	0.8	-7	5	-10	-4	6
COc1cc(-c2nnc(SC(C)C(=O)Nc3c(C)n(C)n(-c4ccccc4)c3=O)o2)cc(OC)c1OC (stereo not drawn)	-10	4	26	0.7	-2	12	15	-48	5
O=C(Nc1ccccc1)c1cc(-c2ccccc2Cl)no1	1	-3	-6	1.1	-6	-3	-12	-3	.
CCOC(=O)c1c(NC(=S)Nc2ccccc2)sc(C)c1C	8	1	.	.	2	-10	-5	-17	2

Structures above containing a furan ring, fused or not (3):
SMILES	LYP inh 2	HIV Rev-RRE inh	CYP2C9 inh	CYP2C9 activ	EphB4 ephrin blk	PTPN22 act	PLK1 PBD inh	PLK1 inh	Calb biofilm kill
CC(c1ccco1)N(C(=O)c1cccs1)c1ccccn1 (stereo not drawn)	-10	1	8	0.9	-1	6	-2	4	10
Cc1occc1-c1nnc(SCC(=O)c2ccc(F)cc2)o1	-4	-5	32	0.7	-8	2	-34	2	1
Cc1cccc(OCCSc2nnc(-c3ccoc3C)n2C)c1	-2	8	58*	0.4	4	0	-29	-7	.

The list continues.
SMILES	LYP inh 2	HIV Rev-RRE inh	CYP2C9 inh	CYP2C9 activ	EphB4 ephrin blk	PTPN22 act	PLK1 PBD inh	PLK1 inh	Calb biofilm kill
Cc1cc(C)c(NC(=O)NC(=O)c2cccc(F)c2)c(C)n1	-3	1	4	1	0	4	-16	-3	-2
N#CC1=C(N)Oc2ccccc2C12C(=O)Nc1n[nH]c(-c3ccccc3)c12 (stereo not drawn)	0	6	54*	0.5	10	-1	4	-7	4
CCSc1nc(=O)n(-c2ccccc2)c(C)c1C(C)=S	-30	3	.	.	-1	27	-12	-13	5
CCOc1ccccc1CNC(=O)C1CCC(=O)N1C(C)C (stereo not drawn)	-7	4	20	0.8	-1	4	-10	2	6
O=C(NCC1COCCO1)C1CCN(S(=O)(=O)c2ccccc2)CC1 (stereo not drawn)	-41	4	20	0.8	-4	36	-17	-16	11
CCCn1c(/N=C/c2ccccc2O)nc2ccccc21	18	4	3	1	3	-18	4	-9	-1
COc1ccc(N2CCN(C(=O)CN3C(=O)c4ccccc4S3(=O)=O)CC2)cc1	6	8	2	1	0	-3	15	-11	10
CC(NC(=O)C1C(=O)N(CCO)C2(C)CC1c1ccccc1O2)c1ccccc1 (stereo not drawn)	3	-1	20	0.8	-5	-4	-2	1	6
Cc1ccccc1/C=C1\OC(=O)c2ccccc21	3	5	-17	1.2	-5	-1	-19	-9	.
CCOc1ncccc1C(=O)OCC(=O)N1CCN(S(=O)(=O)c2ccccc2)CC1	2	8	30	0.7	3	-1	-1	-10	4
NS(=O)(=O)c1ccc(CCNC(=O)COC(=O)C2CCCN2C(=O)c2cccs2)cc1 (stereo not drawn)	-1	5	37	0.6	5	-2	1	-8	5
COC(=O)c1cc(OC)c(OC)cc1NC(=S)N1CCN(c2ccccc2)CC1	4	0	54*	0.5	-6	-6	26	-3	.
Cc1cccc(NC(=O)c2c(C)nc3ccccn23)c1	-16	5	.	.	5	12	15	-10	7
CCC(=O)NC(=S)Nc1ccccc1C(F)(F)F	1	-2	.	.	-2	2	4	-9	.
CCc1c(C)sc(NC(=O)OC)c1C(N)=O	9	10	-2	1	4	-6	14	-4	.
CN(C(=O)c1ccco1)c1nnc(C23CC4CC(CC(C4)C2)C3)s1	-4	9	18	0.8	2	2	-19	-16	17
Cn1c(=O)c2c(SCc3cccnc3)nc(CC(C)(C)C)nc2n(C)c1=O	.	3	98*	0	-2	.	-8	73*	6
CCCn1c(SCC(=O)Nc2cccc(C(=O)OCC)c2)nnc1-c1ccoc1C	-9	-2	16	0.8	-5	7	4	-4	5
CC1(C)CC(=O)C2=C(C1)Nc1ccccc1N=C2	-8	45*	.	.	-2	6	7	-11	-1
COC(=O)C1(C(=O)OC)NOC2C(=O)N(c3ccc(Cl)cc3Cl)C(=O)C21 (stereo not drawn)	-2	-1	-7	1.1	2	5	-6	-9	.
CSc1nc(C)cc(SCC(=O)Nc2ccc(Cl)cc2Cl)n1	5	6	.	.	4	-9	-2	-8	3
COc1ccc(CN(C(=O)CSc2nnc(-c3ccc(OC)c(OC)c3)o2)c2ccc(F)cc2)cc1	-1	-2	.	.	-6	-2	27	2	-4
CCOC(=O)c1c(C)nc2sc3c(=O)n(-c4ccc(C(C)=O)cc4)cnc3c2c1-c1ccc(Cl)cc1	4	-7	88*	0.1	-2	-4	-7	-31	.
O=C(NC1CCCCC1)N1CCN(C(c2ccccc2)c2ccccc2)CC1	1	7	47	0.5	3	-1	-2	-3	4
COc1ccc(NC(=O)CCCSc2nc(-c3ccco3)cc(C(F)(F)F)n2)cc1OC	-5	8	.	.	-1	4	-1	-10	7
COC(=O)C1CCN(C(=O)CCC2CCCCC2)CC1	-2	-8	9	0.9	-4	5	11	7	4
Cc1nn2c3ccccc3nc2c2ccccc12	0	-1	5	0.9	-2	1	-16	-7	4
CC(O)CN=c1cc(-c2ccccc2)oc2ccc(Cl)cc12 (stereo not drawn)	7	-5	28	0.7	-4	-5	-10	-5	6
CCc1ccc(CNC(=O)CCc2nc(-c3cccs3)no2)cc1	-8	7	70*	0.3	-7	7	1	-9	4
Nc1ccc(Oc2ccc([N+](=O)[O-])cc2[N+](=O)[O-])cc1	1	4	1	1	-1	1	-8	-37	7
C=CC(=O)NC(NC(=O)C=C)c1ccc(Br)cc1	-7	0	0	1	-8	12	22	-1	.
COc1ccc(S(=O)(=O)N2CCCC(C(=O)NCCC3=CCCCC3)C2)cc1 (stereo not drawn)	6	4	-46	1.5	0	-4	5	-10	8
COc1cccc(-n2c(SCC(=O)NC(C)(C)C)nnc2-c2ccoc2C)c1	-9	0	11	0.9	-2	7	-7	0	3
CC(=O)c1cc(CC=C(C)C)c(O)cc1O	2	5	80*	0.2	2	2	-6	16	.
Cc1ccc(Cl)cc1NC(=O)N[C@@H](C)C(=O)O	2	3	-16	1.2	-1	2	-13	-6	.
O=S(=O)(c1ccc(Oc2ccccc2)cc1)N1CCOCC1	-1	-2	57*	0.4	-5	4	21	-7	7
c1ccc2c(N3CCCCC3)nnc(N3CCCCC3)c2c1	0	11	29	0.7	-5	3	-18	-8	.
COc1ccc2c(c1)c(CC(=O)Nc1ccc(C)cc1)c(C)n2C(=O)c1ccc(Cl)cc1	-8	9	89*	0.1	7	9	22	-3	.
Cc1ccc2occ(C3N[C@H](C(=O)O)CS3)c(=O)c2c1 (stereo partly drawn)	8	6	20	0.8	8	-5	0	-3	.
CN(C)C=Nc1c(Br)cc(Br)c2nonc12	2	68*[fluorescence artefact?]	-5	1	-3	-4	-46	-9	5
COc1ccc(OC)c2sc(NC(=O)c3ccc(S(=O)(=O)N4CCOCC4)cc3)nc12	-3	2	17	0.8	7	1	12	-13	12
O=C(Cn1ncc2c(=O)oc3ccccc3c21)NCC1CCCO1 (stereo not drawn)	-16	11	-2	1	-7	14	12	-22	6
Cc1ccc(C)n1-c1ccncc1	4	13	40	0.6	1	-7	4	1	1
O=C(CSc1nnc(-c2c[nH]c3ccccc23)n1CC1CCCO1)Nc1ccc2c(c1)OCCO2 (stereo not drawn)	-4	4	17	0.8	-4	1	0	5	2
Cc1cc(C)c2c(N)c(C(=O)NN3CC(=O)N(c4ccccc4F)CC3=O)sc2n1	-8	-3	13	0.9	1	5	15	-10	.
O=C(Nc1nnc(-c2ccccc2Cl)o1)c1ccc(S(=O)(=O)N2CCCCCC2)cc1	11	12	54*	0.5	4	-12	20	-11	5
COc1ccc(-c2nc(NC(=O)c3cc(C(C)(C)C)nn3C)sc2C)cc1	3	6	-68	1.7	1	-2	18	2	3
CSc1nc2ccc(S(=O)(=O)N3CCOCC3)cc2s1	-12	0	63*	0.4	1	8	0	-15	0
CN(C(=O)COc1ccc(C(C)(C)C)cc1)C1CCS(=O)(=O)C1 (stereo not drawn)	-6	-1	-9	1.1	3	4	-17	8	12
CCCCC(=O)Nc1ccc2c(c1)oc1ccccc12	4	7	.	.	2	-7	3	-4	-8
COc1cccc(C2N(c3ccccn3)C(=O)C3CCCN32)c1OC (stereo not drawn)	-8	2	0	1	-10	5	-12	2	4
CCN1C(=O)C2(C(C#N)=C(N)Oc3n[nH]c(COC)c32)c2ccccc21 (stereo not drawn)	4	4	-8	1.1	-6	-9	-7	-8	10
CC(C)(C)c1ccc(C(=O)c2c[nH]c(C(=O)NCc3ccco3)c2)cc1	9	-1	24	0.8	-5	-6	24	-13	.
CC(=O)N=c1sccn1CC(=O)c1ccc([N+](=O)[O-])cc1	1	5	14	0.9	-6	1	22	-17	.
N#CCCn1cc(C(CC(=O)c2ccccc2)C(=O)O)c2ccccc21 (stereo not drawn)	3	-5	.	.	0	-1	-19	-9	.
CCC(=O)N1CC2(CC(c3cccc([N+](=O)[O-])c3)=NO2)C[C@H]1C(=O)NCC(N)=O (stereo partly drawn)	5	8	-13	1.1	4	-2	12	1	.
O=C(c1ccccc1)c1ccc(N2CCNCC2)cc1	-5	1	44	0.6	-3	4	1	-9	3
Cc1ccc(C(=O)Nc2onc(C)c2C#N)cc1	5	7	58*	0.4	1	-1	-4	-17	.
CCn1ncc(NC(=O)Nc2cccc(C(F)(F)F)c2)c1C(N)=O	-26	1	-2	1	1	20	-8	-11	9
